CAL PDZ FP-1: blocks peptide binding to human CAL PDZ domain; Q9HD26; purified CAL PDZ, TMR-peptide fluorescence polarization, 1 h; inhibition, % at 20 µM; 330,000 compounds, 0.02% hits; AID 504414;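 active = highest replicate inhibition of at least 40%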;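 note: plate controls were DMSO neutral control wells for no effect and unlabeled competitor peptide control wells for full effect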
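Material: tagged CAL PDZ domain; buffer or medium: 25 mM sodium phosphate pH 7.4, 150 mM NaCl, TCEP, IgG, Thesit; compound dosing: single point, 20 µM; schedule: 1 h incubation at room temperature before polarization reading; measured by: FP readout, S and P plane fluorescence; read-out basis: percent inhibition from loss of millipolarization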
SR-BI uptake up: enhances SR-BI lipid uptake from DiI-HDL. CHO ldlA[mSR-BI] cells, DiI-HDL uptake fluorescence, 3 h; 100 = double the neutral-control signal. activation, % at 12.5 µM. 320,000 compounds, 0.096% hits;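 active = mean replicate activation of at least 60% and every replicate at or above 60%; inconclusive = mean or all-replicate condition met, but not both; inactive = mean below 60% and not all replicates reaching 60%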;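 note: 0% = median plate neutral-control signal and 100% = twice that signal; values of inactives mirror those of a sister screen read the other way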
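Test system: SR-BI-overexpressing, LDLR-lacking CHO cells. Measured by: DiI fluorescence, bottom read. Medium: Ham's F12 with 0.5% BSA, HEPES 25 mM, pH 7.4. Timing: 3 h uptake period with compound, 37 °C.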
MITF TRPM1 HTS: MITF TRPM1 promoter activation in melanoma cells. SK-MEL-5 TRPM1-promoter luciferase, 24 h; % of positive control, neutral wells = 0. activation, % at 12.5 µM. 300,000 compounds, 0.75% hits. AID 588334;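 active = mean activation of at least 80% with every replicate also reaching 80%; inconclusive = mean reaches 80% but some replicate falls short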;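 note: 0% = neutral control wells and 100% = parthenolide positive control wells; values of inactives mirror those of a sister screen read the other way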
Rtt109 Vps75: inhibitors of Candida albicans Rtt109/Vps75 histone acetyltransferase | Q5AAJ8 | purified Rtt109/Vps75, ThioGlo CoA-SH fluorescence, 4 h | inhibition, % at 34.9 µM | 330,000 compounds, 0.16% hits | AID 540336;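 active = inhibition of at least 50% in every replicate; inconclusive = best replicate reaches 50% inhibition but some replicates fall short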
Target sequence (Q5AAJ8 whole entry, looked up): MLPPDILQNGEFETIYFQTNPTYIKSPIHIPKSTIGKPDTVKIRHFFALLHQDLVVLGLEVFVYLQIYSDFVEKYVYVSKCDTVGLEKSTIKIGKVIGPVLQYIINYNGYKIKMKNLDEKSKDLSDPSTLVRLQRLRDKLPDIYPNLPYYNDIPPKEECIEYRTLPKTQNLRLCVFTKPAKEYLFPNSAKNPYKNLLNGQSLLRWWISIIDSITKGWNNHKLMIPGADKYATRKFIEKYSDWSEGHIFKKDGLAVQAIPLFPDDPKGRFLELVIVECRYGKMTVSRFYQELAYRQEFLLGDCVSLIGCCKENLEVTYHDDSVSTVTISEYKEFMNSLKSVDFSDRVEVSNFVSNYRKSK
dFosB act: activators of mouse delta FosB homodimer. 340,000 compounds, 0.99% hits. activation, % at 25 µM. purified delta FosB, TAMRA-CDK5 oligo fluorescence polarization; percent of positive-control signal above neutral wells. P13346;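 active = mean activation above about 17%, with every replicate also reaching it, limit read from the data, passing the limit was not always enough; inconclusive = only one of the two conditions met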;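 note: fluorescence polarization rise as delta FosB binds a TAMRA Cdk5 AP-1 oligo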
NSD2 HMT inh: blocks human histone methyltransferase NSD2; O96028; NSD2 peptide methylation, AlphaScreen, 120 min; inhibition, % at 12.5 µM; 310,000 compounds, 0.54% hits; in the data active = inhibition above about 50%
PfHsp90 yeast 2: growth inhibition of yeast expressing Plasmodium Hsp90 | S. cerevisiae expressing PfHsp90, BacTiter-Glo ATP, 48 h; yeast lacking PDR1 and PDR3 efflux regulators | inhibition, % at 9.4 µM | 310,000 compounds, 0.32% hits;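 active = every replicate shows inhibition above about 80%, whatever the replicate mean, limit read from the data; inconclusive = mean inhibition reaches the set limit but some replicate falls short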;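 note: 0% = DMSO neutral controls and 100% = 20 µM radicicol positive controls; yeast relying on Plasmodium falciparum Hsp90 in place of its own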
PvdQ acylase: P. aeruginosa PvdQ acylase inhibition; purified PvdQ acylase, fluorescence plate reader; inhibition, % at 10 µM; 340,000 compounds, 0.063% hits; AID 488965; in the data active = inhibition above about 30%, passing the limit was not always enough; inconclusive = no clear call, values can overlap the other calls;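 note: 0% = vehicle neutral wells and 100% = reference inhibitor wells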
CAL PDZ FP-2: blocks peptide binding to the human CAL PDZ domain | Q9HD26 | purified CAL PDZ, TMR-peptide fluorescence polarization, 1 h | inhibition, % at 24.9 µM | 300,000 compounds, 0.92% hits | AID 602252;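 active = mean inhibition of at least 30% with at least half of replicates also reaching 30%; inconclusive = no clear call, values can overlap the other calls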;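 note: 0% = DMSO neutral control and 100% = excess unlabeled competitor peptide PRC23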
SR-BI DiI inh: inhibitors of mouse SR-BI mediated HDL lipid uptake; 320,000 compounds, 0.96% hits; AID 488896; inhibition, % at 12.5 µM; Q61009; ldlA[mSR-BI] CHO cells, DiI-HDL uptake fluorescence, 3 h;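 active = mean replicate inhibition of at least 70% and a set share of replicates each scoring 70 or more; inconclusive = meets just one of the two criteria; inactive = fails both criteria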;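 note: 0% = median of neutral control wells and 100% = median of positive control wells; values of inactives mirror those of a sister screen read the other way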
Target sequence (Q61009 whole entry, looked up): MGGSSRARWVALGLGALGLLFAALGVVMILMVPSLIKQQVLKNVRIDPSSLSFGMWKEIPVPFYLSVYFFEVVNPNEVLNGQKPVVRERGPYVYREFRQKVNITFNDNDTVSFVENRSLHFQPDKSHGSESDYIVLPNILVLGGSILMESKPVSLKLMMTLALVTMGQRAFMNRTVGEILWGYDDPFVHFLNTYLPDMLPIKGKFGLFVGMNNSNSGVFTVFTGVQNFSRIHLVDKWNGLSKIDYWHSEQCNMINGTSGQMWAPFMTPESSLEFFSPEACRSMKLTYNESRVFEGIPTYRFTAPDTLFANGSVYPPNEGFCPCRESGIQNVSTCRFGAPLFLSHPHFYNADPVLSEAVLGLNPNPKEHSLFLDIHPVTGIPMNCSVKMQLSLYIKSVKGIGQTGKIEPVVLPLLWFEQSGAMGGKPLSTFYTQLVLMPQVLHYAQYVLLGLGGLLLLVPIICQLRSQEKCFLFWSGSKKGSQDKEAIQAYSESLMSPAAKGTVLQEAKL
Active calls of the source: *; i = inactive; ? = inconclusive; nt = no result given. This is a random part of the collection; about 4.3% have a hit in one of these screens.

cpd	molecule	CAL PDZ FP-1	SR-BI uptake up	MITF TRPM1 HTS	Rtt109 Vps75	dFosB act	NSD2 HMT inh	PfHsp90 yeast 2	PvdQ acylase	CAL PDZ FP-2	SR-BI DiI inh
1	COc1cccc(C(=O)CSc2nc3ccccc3n2CC(=O)N2CCOCC2)c1	-0.1	-15	9	-9	1	-6	-7	-8	1	15
2	O=C(NNC(=O)c1ccccc1[N+](=O)[O-])c1ccco1	-0.5	19	-12	-5	4	0	-21	1	7	-19
3	COc1cc(/C=C(/NC(=O)c2ccccc2Cl)C(=O)O)cc(OC)c1OC	0.0	33	8	-1	1	2	-7	-12	-6	-33
4	Clc1cccc(Nc2nc(-c3cccnc3)cs2)c1	0.6	-67	43	5	2	0	0	-9	-5	67
5	CCOC(=O)c1ccccc1NC(=O)COC(=O)CCC1CCCC1	-1.4	16	-4	0	-4	-4	-13	-15	-8	-16
6	COc1ccccc1C(=O)NCC(=O)OCC(=O)c1ccc2c(c1)-c1ccccc1C2	-1.1	-31	18	0	-4	-3	8	5	0	31
7	CN(CC(=O)N1CCN(Cc2ccccc2)CC1)S(=O)(=O)c1cccc2nsnc12	-0.7	-13	1	-8	-4	-3	3	-7	-12	13
8	Cc1cc(=O)oc2c(CN3CCC(C)CC3)c(O)c(Cl)cc12	-0.7	15	1	i	-10	nt	-9	-9	-6	-15
9	CC1=CC(C)=Nc2ccccc2N1	-2.1	20	-6	nt	-1	-1	-14	-4	2	-20
10	CCCN(C(=O)COC(=O)CC1CCCCC1)c1c(N)n(Cc2ccccc2)c(=O)[nH]c1=O	1.2	-6	13	9	?	-4	nt	0	1	6
11	CC1CN(CCOc2cccc(Oc3ccccc3)c2)CC(C)O1 (stereo unspecified)	-2.2	-20	nt	2	-7	1	-20	-8	0	20
12	COC(=O)C1=C(NC(=O)c2ccc(C)c(C)c2)CCS1	-1.0	-6	-9	-14	-2	0	-10	-4	nt	6
13	C=CCN=C(C)C1=C(O)C(C)OC1=O (stereo unspecified)	-0.9	20	-8	-2	3	-1	37	-15	-3	-20
14	CCOC(=O)c1ccc(S(=O)(=O)N2CCN(C(C)=O)CC2)cc1	-2.3	8	-5	12	-6	-3	nt	11	7	-8
15	O=c1cc(CN2CCN(S(=O)(=O)c3ccccc3)CC2)nc2ccc(Cl)cn12	-0.4	16	-10	-6	-6	0	-9	-13	2	-16
16	CCN(CC)S(=O)(=O)c1ccc(N2CC(C(=O)NCCc3ccc(Cl)cc3)CC2=O)cc1 (stereo unspecified)	-0.5	-40	-8	-5	9	-1	11	-7	-4	40
17	O=C(COC(=O)CNC(=O)c1ccc(Cl)c([N+](=O)[O-])c1)NNC(=O)c1ccccc1F	1.1	12	-9	0	2	0	-16	-5	-1	-12
18	CSCc1cccc(C(=O)OC(C)C(=O)Nc2c(C)n(C)n(-c3ccccc3)c2=O)c1 (stereo unspecified)	-0.4	16	-7	-7	-1	35	-21	-13	nt	-16
19	C=CCn1c(SCC(=O)OCc2ccccc2)nc2c1c(=O)n(C)c(=O)n2C	-3.2	-14	4	nt	-9	-3	-40	-12	-3	14
20	COc1ccc(N2CC(C)Cn3c2nc2c3c(=O)n(Cc3ccccc3F)c(=O)n2C)c(OC)c1 (stereo unspecified)	-0.3	nt	nt	9	-6	0	4	-4	0	nt
21	Cc1ccc(NC(=O)COc2ccc(C3SCCS3)cc2)cc1	-2.0	11	0	2	-2	0	19	2	-2	-11
22	Cc1ccc2nc(SCc3cn4cccnc4n3)[nH]c2c1	-1.6	12	21	3	4	-3	17	-12	-3	-12
23	COc1ccc(C)cc1S(=O)(=O)NCCc1ccccc1	-2.1	14	17	3	-1	-5	nt	-5	nt	-14
24	Cc1ccc2c(c1)cc1c(=O)[nH]ncn12	0.6	8	28	-1	3	0	9	-4	-1	-8
25	O=C(CCn1ccnc1)Nc1cc(Cl)ccc1O	-2.6	18	-2	15	0	45	-5	5	1	-18
26	COc1ccc(S(=O)(=O)N2CCc3ccccc32)cc1C(=O)N1CCOCC1	-3.3	-9	-4	1	-3	-1	5	-8	-3	9
27	Cc1ccc(C(=O)N/C(=C\c2ccccc2)C(=O)NCC2CCCO2)cc1 (stereo unspecified)	-1.1	9	4	-21	1	-3	5	-2	-4	-9
28	CCOC(=O)c1ccc(NC(=O)CC2S/C(=N/N=C3/NC(=O)CS3)NC2=O)cc1 (stereo unspecified)	0.1	14	-2	-8	23*	-5	-20	3	2	-14
29	CCN(CC(=O)NCc1cccs1)S(=O)(=O)c1ccc(NC(C)=O)cc1	0.0	nt	1	-2	7	-2	-15	-4	0	nt
30	CCOC(=O)c1cc(C(=O)NN)c(C)nc1C	-2.7	-15	10	-4	3	-2	9	-3	-2	15
31	O=C(NCc1n[nH]c(=S)n1-c1ccccc1)c1ccc(S(=O)(=O)N2CCOCC2)cc1	-0.3	19	-5	2	-5	-3	nt	10	nt	-19
32	S=c1[nH]c(-c2ccccc2)cn1/N=C/c1cccnc1	0.1	nt	6	-4	-1	0	13	-10	nt	nt
33	O=C(NCCC1CCCCN1S(=O)(=O)c1ccccc1)C(=O)NC1CCCC1 (stereo unspecified)	-0.8	6	-7	6	-6	1	-7	0	nt	-6
34	COc1ccc(NC(=O)Nc2cnccn2)c(OC)c1	-1.6	nt	-2	-5	-1	-2	10	-14	1	12
35	CCCc1nnc(NC(=O)CCC(=O)NCc2ccc(OC)cc2)s1	-0.6	-42	nt	-1	1	1	23	-13	nt	42
36	CC(c1ccccc1)C(CC(=O)O)C(=O)Nc1ccc(Cl)c(Cl)c1 (stereo unspecified)	-1.8	27	-5	-3	0	-1	-22	-11	-5	-27
37	Cc1ccc(S(=O)(=O)NCC2CCC(C(=O)N3CCOCC3)CC2)cc1 (stereo unspecified)	-0.6	nt	20	-13	-1	-9	-8	-15	0	nt
38	COc1cc(OC)cc(C(=O)NCC2CCCN(C(=O)c3csc(C(C)C)n3)C2)c1 (stereo unspecified)	-0.1	-3	-11	-1	-5	-2	2	-3	-4	3
39	O=C(NCc1ccco1)C(c1ccccc1)N(C(=O)Cc1cccs1)c1ccccc1F (stereo unspecified)	-1.2	nt	-7	4	5	0	-13	-8	-1	-5
40	COc1cc(OC)c(Nc2cc(C)nc3nc(C)nn23)cc1Cl	-1.7	3	-9	0	-14	nt	-16	-16	nt	-3
41	CC1=CC(=C2C(=O)c3ccccc3C2=O)C=C(C)O1	0.4	-5	32	11	-14	0	11	0	-2	5
42	O=c1[nH]cnc2c1ccn2C1OC(CO)C(O)C1O (stereo unspecified)	0.7	16	9	-2	-1	nt	-33	-9	0	-16
43	Cc1ccc(S(=O)(=O)NC(CC(=O)O)c2ccc(F)cc2)cc1 (stereo unspecified)	-0.7	-1	-15	-3	2	-2	1	-8	-10	1
44	CSc1ncccc1C(=O)OCC(=O)N1CCCC1	-0.1	16	-4	1	-5	0	5	-10	-1	-16
45	COc1ccc(OCC(=O)N/N=C(\C)c2ccc(OC)cc2)cc1	-0.6	-3	-10	3	-4	-7	-9	7	-6	3
46	O=C(CSc1ccccc1)Nc1nc2ccccc2[nH]1	-1.7	0	46	-3	-13	1	7	-10	-1	0
47	CC(C)C(=O)N[C@@H]1c2ccccc2CC[C@@H]1OCc1ccccc1	-0.5	4	-2	1	0	nt	-10	-4	7	-4
48	Cc1ccc(C)c(N2CCN(C(=O)c3ccccc3Br)CC2)c1	-0.3	13	3	12	-6	1	-1	-9	-1	-13
49	COCCN(C(=O)c1snc(C(N)=O)c1N)C(C(=O)NC1CCCCC1)c1ccc(F)cc1 (stereo unspecified)	0.4	13	-4	1	-1	-1	11	-9	4	-13
50	CC(C)=CCCC1(C)C=Cc2c(ccc3c2[nH]c2cc(O)c(C)cc23)O1 (stereo unspecified)	0.1	-45	-10	-2	-6	nt	nt	-3	-1	45
51	COc1ccccc1CNC(=O)Nc1cccs1	0.1	-30	-1	-1	3	3	-16	-13	-4	30
52	O=C(COC(=O)CCc1ccccc1)Nc1ccc(F)cc1Cl	-2.7	19	1	14	1	-11	1	4	-3	-19
53	COC(=O)c1ccc(NC(=O)CCN2CCN(Cc3ccccc3)CC2)cc1	-0.4	-11	-7	4	-2	-1	-5	3	0	11
54	O=C(Cc1c(F)cccc1Cl)Nc1ccccc1-c1ccccc1	-2.7	nt	5	6	-2	-2	-12	8	10	nt
55	COCCCNC(=O)Cn1cnc2sc(C)c(S(=O)(=O)N3CCN(c4ncccn4)CC3)c2c1=O	-0.9	11	-6	-3	2	-1	-14	-2	1	-11
56	O=C(CSc1nnc(CN2CCOCC2)n1-c1ccc(Cl)cc1)Nc1ccc2c(c1)OCO2	-1.9	-13	-5	4	-19	2	17	-5	4	13
57	[O-]/[N+](=C\c1ccc(OC(F)F)cc1)c1ccccc1	-3.1	9	nt	nt	-5	-2	nt	-9	0	-9
58	COc1ccccc1N1CCN(C(=O)c2cc(-c3ccc(Br)cc3)on2)CC1	-0.2	-15	-10	4	-9	nt	-4	4	nt	15
59	O=c1cc(C(F)(F)F)[nH]c2ccc(C(F)(F)F)cc12	0.6	-4	5	-4	-13	2	-3	-7	-3	4
60	COCCCN(C(=O)c1cc2c(s1)CCC2)c1c(N)n(Cc2ccccc2)c(=O)[nH]c1=O	-0.7	-8	12	-8	-10	6	-6	-9	0	8

New compounds follow
cpd	molecule	CAL PDZ FP-1	SR-BI uptake up	MITF TRPM1 HTS	Rtt109 Vps75	dFosB act	NSD2 HMT inh	PfHsp90 yeast 2	PvdQ acylase	CAL PDZ FP-2	SR-BI DiI inh
61	CCC(C)(C(=O)NC1CCCC1)N(Cc1ccco1)C(=O)Cc1cccs1 (stereo unspecified)	-0.4	28	-3	11	-3	1	-11	-2	-1	-28
62	COCCN(Cc1cc2cc3c(cc2nc1Cl)OCO3)C(=O)c1ccc(C)cc1	-2.6	-2	-16	8	-9	-3	nt	-1	-1	2
63	CCS(=O)(=O)CCSc1nc(C)cc(C)n1	-1.1	13	-7	-6	-5	1	-6	10	7	-13
64	CC1CC(C)CN(C(=S)Nc2ccc(SC(F)F)cc2)C1 (stereo unspecified)	-0.7	-31	2	-2	3	-2	-6	-24	5	31
65	CCCCc1nnc(NC(=O)CSc2nc(=O)cc(N)n2-c2cccc(C)c2)s1	-0.1	6	6	4	-12	0	5	-1	-4	-6
